High-throughput results as filed in PubChem BioAssay.
Pf apPOL inh = Pf-apPOL DNA polymerase inhibition; inhibition, % at 10 µM; Recombinant Pf-apPOL, molecular beacon fluorescence, 1.5 h; actives 0.25% (n = 210,000)
mHTT-CaM PPI inh = inhibitors of human mutant huntingtin-calmodulin interaction; AlphaScreen His-mHTT/GST-CaM binding, luminescence; inhibition, % at 15 µM; P42858; actives 3.6% (n = 190,000);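 also: 0% = both proteins with DMSO and 100% = one protein alone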
Target sequence (P42858 whole entry, looked up, stated change not applied): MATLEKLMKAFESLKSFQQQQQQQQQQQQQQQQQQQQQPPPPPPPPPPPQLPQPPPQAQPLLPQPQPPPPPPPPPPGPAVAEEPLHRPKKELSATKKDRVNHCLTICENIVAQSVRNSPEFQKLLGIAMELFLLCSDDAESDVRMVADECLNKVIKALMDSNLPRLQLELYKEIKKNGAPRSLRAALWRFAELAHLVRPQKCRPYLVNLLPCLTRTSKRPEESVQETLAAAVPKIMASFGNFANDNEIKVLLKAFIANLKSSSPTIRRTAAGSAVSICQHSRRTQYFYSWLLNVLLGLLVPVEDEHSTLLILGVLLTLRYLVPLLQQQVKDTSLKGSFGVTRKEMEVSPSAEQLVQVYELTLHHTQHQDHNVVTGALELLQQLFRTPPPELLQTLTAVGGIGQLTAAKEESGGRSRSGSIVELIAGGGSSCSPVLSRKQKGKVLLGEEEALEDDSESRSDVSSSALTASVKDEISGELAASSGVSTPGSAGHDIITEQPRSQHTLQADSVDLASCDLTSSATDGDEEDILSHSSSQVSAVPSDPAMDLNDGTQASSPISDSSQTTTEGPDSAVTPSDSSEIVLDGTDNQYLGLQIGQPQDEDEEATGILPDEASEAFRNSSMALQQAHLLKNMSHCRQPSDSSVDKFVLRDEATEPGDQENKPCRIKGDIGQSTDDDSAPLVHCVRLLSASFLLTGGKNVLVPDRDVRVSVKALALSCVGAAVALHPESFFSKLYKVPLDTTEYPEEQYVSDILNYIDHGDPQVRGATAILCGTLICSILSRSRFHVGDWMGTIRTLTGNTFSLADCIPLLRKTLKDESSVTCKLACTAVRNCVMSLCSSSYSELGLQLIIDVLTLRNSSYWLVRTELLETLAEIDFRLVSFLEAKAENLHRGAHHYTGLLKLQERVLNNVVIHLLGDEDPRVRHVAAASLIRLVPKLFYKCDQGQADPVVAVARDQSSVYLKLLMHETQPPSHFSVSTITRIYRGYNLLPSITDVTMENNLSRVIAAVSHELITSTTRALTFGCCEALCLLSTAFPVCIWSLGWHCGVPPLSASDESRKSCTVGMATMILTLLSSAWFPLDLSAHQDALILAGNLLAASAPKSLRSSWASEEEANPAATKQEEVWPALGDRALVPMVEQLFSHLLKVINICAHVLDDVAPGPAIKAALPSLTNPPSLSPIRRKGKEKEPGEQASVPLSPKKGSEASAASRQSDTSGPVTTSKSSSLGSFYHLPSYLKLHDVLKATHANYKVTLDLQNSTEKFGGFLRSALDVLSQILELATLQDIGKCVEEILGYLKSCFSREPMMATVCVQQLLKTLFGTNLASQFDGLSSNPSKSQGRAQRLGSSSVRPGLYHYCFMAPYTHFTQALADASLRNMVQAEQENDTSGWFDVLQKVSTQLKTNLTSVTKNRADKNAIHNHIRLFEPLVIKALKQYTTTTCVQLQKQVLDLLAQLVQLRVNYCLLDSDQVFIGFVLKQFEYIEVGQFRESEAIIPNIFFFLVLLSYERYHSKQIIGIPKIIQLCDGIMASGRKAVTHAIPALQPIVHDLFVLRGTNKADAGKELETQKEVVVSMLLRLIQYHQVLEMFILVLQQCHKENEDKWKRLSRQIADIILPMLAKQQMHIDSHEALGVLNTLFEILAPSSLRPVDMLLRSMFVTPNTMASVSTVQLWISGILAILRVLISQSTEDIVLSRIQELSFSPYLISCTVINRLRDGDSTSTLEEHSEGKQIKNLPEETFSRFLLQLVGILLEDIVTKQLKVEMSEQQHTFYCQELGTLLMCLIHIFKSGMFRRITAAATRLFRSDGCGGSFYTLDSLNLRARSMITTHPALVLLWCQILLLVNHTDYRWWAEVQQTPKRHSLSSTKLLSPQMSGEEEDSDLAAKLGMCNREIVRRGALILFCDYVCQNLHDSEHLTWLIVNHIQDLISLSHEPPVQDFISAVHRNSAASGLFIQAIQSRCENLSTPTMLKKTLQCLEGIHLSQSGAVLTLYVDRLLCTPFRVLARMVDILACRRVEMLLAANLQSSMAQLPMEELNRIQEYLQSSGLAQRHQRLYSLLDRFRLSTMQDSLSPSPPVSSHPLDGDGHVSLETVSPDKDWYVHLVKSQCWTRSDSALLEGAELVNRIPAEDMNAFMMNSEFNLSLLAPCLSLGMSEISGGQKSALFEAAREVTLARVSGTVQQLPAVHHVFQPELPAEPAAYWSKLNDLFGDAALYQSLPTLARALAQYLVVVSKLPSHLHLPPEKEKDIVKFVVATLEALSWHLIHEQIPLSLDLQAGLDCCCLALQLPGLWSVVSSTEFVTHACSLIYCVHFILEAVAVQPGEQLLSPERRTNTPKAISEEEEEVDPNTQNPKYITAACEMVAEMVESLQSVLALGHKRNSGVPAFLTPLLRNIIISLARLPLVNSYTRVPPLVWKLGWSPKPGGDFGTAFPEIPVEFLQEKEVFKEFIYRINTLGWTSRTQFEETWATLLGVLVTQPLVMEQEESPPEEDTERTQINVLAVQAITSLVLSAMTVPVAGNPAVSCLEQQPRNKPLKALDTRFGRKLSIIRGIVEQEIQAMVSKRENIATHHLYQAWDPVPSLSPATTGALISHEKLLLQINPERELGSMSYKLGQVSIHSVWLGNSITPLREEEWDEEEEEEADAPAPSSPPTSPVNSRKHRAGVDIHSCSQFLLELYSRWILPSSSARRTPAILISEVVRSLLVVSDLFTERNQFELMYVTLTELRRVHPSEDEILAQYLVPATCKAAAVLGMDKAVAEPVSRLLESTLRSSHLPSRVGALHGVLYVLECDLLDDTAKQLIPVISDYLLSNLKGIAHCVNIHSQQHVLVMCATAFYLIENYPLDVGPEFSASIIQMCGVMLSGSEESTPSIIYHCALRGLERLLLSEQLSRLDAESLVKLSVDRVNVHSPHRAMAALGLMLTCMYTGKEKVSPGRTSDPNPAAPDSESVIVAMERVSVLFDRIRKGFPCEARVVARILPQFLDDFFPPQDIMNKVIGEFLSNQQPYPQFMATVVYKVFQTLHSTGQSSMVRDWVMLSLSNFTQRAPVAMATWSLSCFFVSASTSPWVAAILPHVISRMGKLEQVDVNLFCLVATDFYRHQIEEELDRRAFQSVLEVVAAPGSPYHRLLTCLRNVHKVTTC
Active calls of the source: *; . = not tested or not shown. Rule as the data show it: active = inhibition above about 50%; inactive = the rest. Random draw from the library; 3.5% or so of the library scored in one or more.

#1 CC1CCCN(CCOc2ccccc2[N+](=O)[O-])C1 (stereo not drawn)
#2 COc1ccccc1N1CCN(CCNC(=O)C(=O)Nc2cccnc2)CC1
#3 CN(C)CCNC(=O)C12CC3CC(CC(C3)C1)C2
#4 COc1ccccc1CNc1nc(C)nc2sc(C)c(C)c12
#5 O=C(CS(=O)(=O)c1cccs1)Nc1ccc2c(c1)OCCO2
#6 O=C(CSc1ncnc2ccccc12)NCCc1ccccc1
#7 Cc1cccc(N2CC(C(=O)O)CC2=O)c1C (stereo not drawn)
#8 CC(C)(C)c1ccc2c(c1)OCC(=O)N2Cc1nc(-c2ccc3c(c2)OCO3)no1
assay / compound	1	2	3	4	5	6	7	8
Pf apPOL inh	0	-3	6	-3	6	-18	-9	-6
mHTT-CaM PPI inh	1	-12	1	6	-4	-9	-1	-10

#9 CSc1cccc(NC(=O)CSc2nc(C)c(N=Nc3ccccc3)c(C)c2C#N)c1
#10 O=C(Nc1nnc2n1CCS2)c1cccc([N+](=O)[O-])c1
#11 COc1ccc(NC(=O)CN2C(=O)C(c3ccc(Cl)cc3)=NC2(C)C)c(OC)c1
#12 O=S(=O)(N=C(OC1CCCCC1)c1ccccc1)c1ccccc1
#13 COCCN1C(=O)Cc2ccccc2C1C(=O)N1CCOCC1 (stereo not drawn)
#14 COc1ccccc1NC(=O)N1CCC(CNC(=O)c2cc(C)oc2C)CC1
#15 COc1ccc(C2C(C(=O)NCc3cccnc3)c3ccccc3C(=O)N2C)cc1OC (stereo not drawn)
#16 NS(=O)(=O)c1ccc(NC(=O)/C=C/c2ccc3c(c2)OCO3)cc1
assay / compound	9	10	11	12	13	14	15	16
Pf apPOL inh	-2	21	-7	0	1	-7	-2	0
mHTT-CaM PPI inh	.	5	22	-35	-9	9	2	-3

#17 CC(=O)N1CCc2sc(S(=O)(=O)Nc3ccc(Cl)cc3F)cc2C1
#18 COCC(=O)Nc1ccc(I)cc1
#19 O=C(NC1CCCC1)c1csc(N2CCCC2)n1
#20 O=C(NCc1ccc(Cl)cc1)C1CCN(c2cc(N3CCOCC3)ncn2)CC1
#21 CC(C)C(=O)N1CCN(c2nc3c(s2)CC(C(=O)Nc2cc(F)cc(F)c2)CC3)CC1 (stereo not drawn)
#22 CCNC(=O)N1CC(C(=O)N2CCSCC2)CCC1c1cccc(C)c1 (stereo not drawn)
#23 O=C(c1ccc(Cl)cc1)N1CCN(c2nc(CN3CCCCC3)cs2)CC1
#24 COc1cc([N+](=O)[O-])ccc1N1C(=O)CC(N2CCc3ccccc3C2)C1=O (stereo not drawn)
assay / compound	17	18	19	20	21	22	23	24
Pf apPOL inh	-3	-5	1	-4	-3	-2	-4	-11
mHTT-CaM PPI inh	7	-3	-1	-6	9	3	-3	41

#25 COc1ccc(CC2=C(O)c3ccccc3C(=O)C2=O)cc1
#26 CCNS(=O)(=O)c1cccnc1Nc1cccc(Br)c1
#27 COc1ccc(-n2ccn(CC(=O)Nc3ccc(Br)cc3)c(=O)c2=O)cc1
#28 O=C(NCC1(c2ccccc2)CCCOCC1)c1ccc(F)cc1 (stereo not drawn)
#29 COc1ccc(C2CC(C(F)(F)F)n3ncc(C(=O)NCc4ccco4)c3N2)cc1OC (stereo not drawn)
#30 O=C(O)CCn1ccc(=O)[nH]c1=O
#31 CCCCOc1ccc(CNC(=O)c2ccc3c(c2)nc2n3CCCC2)cc1
#32 Oc1c(Br)cc(Br)cc1C=Nc1ccccc1F
assay / compound	25	26	27	28	29	30	31	32
Pf apPOL inh	-4	1	-6	-4	-44	-2	-4	-6
mHTT-CaM PPI inh	8	-22	-9	0	14	0	12	10

#33 Cc1cc(C)n(C2CC(=O)N(c3cccc(Cl)c3)C2=O)n1 (stereo not drawn)
#34 Cc1cccc(C(=O)N2CCCC(COc3cccc(C(=O)N4CCCC4)c3)C2)c1 (stereo not drawn)
#35 CCCCCNC(=O)C1CCCN(c2ncc(-c3ccc(C)cc3)cn2)C1 (stereo not drawn)
#36 CCSC1=N/C(=C\c2cccc(F)c2)C(=O)S1
#37 O=C1c2ccccc2NC(c2ccc3c(c2)OCO3)N1c1ccc(F)c(Cl)c1 (stereo not drawn)
#38 Cc1ccc(C(=O)N2CCC(CC(=O)NCc3cccs3)CC2)cc1
#39 O=c1oc2ccccc2cc1-c1csc(N=Cc2ccccc2O)n1
#40 O=[N+]([O-])c1ccc(Nc2nc(Cl)nc(NCc3ccco3)n2)cc1
assay / compound	33	34	35	36	37	38	39	40
Pf apPOL inh	8	-4	-1	-76	-4	-4	-4	-1
mHTT-CaM PPI inh	-2	1	-6	10	-6	4	26	5

#41 COc1ccc(/C=C2\SC(=O)N(CC(=O)Nc3nccs3)C2=O)cc1OC
#42 Nc1cccc(-c2nc(-c3ccc(Cl)cc3)co2)c1
#43 CC(Oc1ccc(Cl)cc1Cl)C(=O)NC1=NN(c2ccccc2)C(=O)C1 (stereo not drawn)
#44 COc1ccc(S(=O)(=O)Nc2cccc(C)c2)cc1OC
#45 CCN1CCCC1CNC(=O)CCNC(=O)Cn1ccc2ccccc2c1=O (stereo not drawn)
#46 N#CC1=C(N)Oc2cc(N)ccc2C1c1cccc(Cl)c1Cl (stereo not drawn)
#47 Cc1cccc(N2CC(O)Cn3c2nc2c3c(=O)[nH]c(=O)n2C)c1 (stereo not drawn)
#48 C#CC1(NS(=O)(=O)c2ccc(Sc3ccccc3N)c([N+](=O)[O-])c2)CCCCC1
assay / compound	41	42	43	44	45	46	47	48
Pf apPOL inh	7	-4	-6	-9	-12	0	-2	-9
mHTT-CaM PPI inh	-4	23	68*	-7	-3	4	1	.

#49 O=C(c1ccc(C(F)(F)F)s1)N1CCc2c(nc(-c3ccc(F)cc3)[nH]c2=O)C1
#50 Cc1ccccc1-c1noc(C2CCN(CC(=O)Nc3ccccc3)CC2)n1
#51 O=C(CSc1nccn(-c2cccc3ccccc23)c1=O)Nc1ccccc1
#52 COc1cccc(C2CN(C(=O)Nc3ccc(C)cc3)CC2C(=O)NC(C)C)c1 (stereo not drawn)
#53 O=S1(=O)c2ccc(Br)cc2N2CCC[C@@H]2CN1Cc1ccc(Cl)cc1
#54 CCOc1ccc(OCC)c(NS(=O)(=O)c2ccc3c(c2)CC(C)N3C(=O)CC)c1 (stereo not drawn)
#55 CC(C)CNC(=O)C1CN(C(=O)C2CC2)CC1c1ccc(F)cc1 (stereo not drawn)
#56 O=C(NCc1ccccn1)c1cnn2c(-c3ccccc3)ccnc12
assay / compound	49	50	51	52	53	54	55	56
Pf apPOL inh	-1	4	-2	-4	-6	3	-5	-5
mHTT-CaM PPI inh	-1	17	12	1	-24	8	-7	2

#57 CC(C)(C)n1nc2c(c1NC(=O)c1ccco1)CSC2
#58 Nc1ccc2c(c1)COc1ccccc1O2
#59 COc1ccc(N2CCN(C(=O)c3cccc(F)c3)C(C)C2=O)cc1 (stereo not drawn)
#60 COc1cc(C=Nc2oc(C)c(C)c2C#N)ccc1O
#61 O=C(NCc1csc(C2CCCN(C(=O)C3CC3)C2)n1)C1CC1 (stereo not drawn)
#62 Cc1ccc2c(c1)NC(=O)C(C(=O)Nc1ccc(Cl)cc1F)O2 (stereo not drawn)
#63 O=C(NCc1ccc(Cl)cc1)c1nc(-c2ccncc2)cs1
#64 N#CC1=C(N)Oc2c(c(=O)[nH]c3ccccc23)C1c1ccccc1C(F)(F)F (stereo not drawn)
assay / compound	57	58	59	60	61	62	63	64
Pf apPOL inh	39	.	-3	3	2	0	-2	-1
mHTT-CaM PPI inh	71*	20	-5	6	2	-11	66*	20

#65 O=C(c1ccco1)N1CCCC1c1nc(-c2cccc(C(F)(F)F)c2)no1 (stereo not drawn)
#66 Nc1c(C(=O)NCCc2ccccc2)nnn1-c1ccc2c(c1)OCCO2
#67 CCSc1nnc2c(n1)OC(c1ccc(O)c(Cl)c1)Nc1ccccc1-2 (stereo not drawn)
#68 CC1NC2(C(=O)N(C/C=C/c3ccccc3)c3ccccc32)C2C(=O)N(c3ccccc3)C(=O)C12 (stereo not drawn)
#69 CCC(=O)Nc1nc(-c2cccc([N+](=O)[O-])c2)nc2c1c(=O)oc1ccccc12
#70 Cc1onc(-c2ccccc2Cl)c1C(=O)Nc1ncccc1Cl
#71 NC(=O)c1cc2c(Cl)ccc3c2n1CCO3
#72 CC1=C(C(=O)Nc2ccccc2)C(c2cccs2)n2nc(SCc3ccccc3)nc2N1 (stereo not drawn)
assay / compound	65	66	67	68	69	70	71	72
Pf apPOL inh	-4	-5	9	3	-11	1	-6	-1
mHTT-CaM PPI inh	14	-5	-2	47	1	-13	4	-2

#73 Cc1cc(-n2cc(I)c(=O)[nH]c2=O)nc(-c2ccccc2)n1
#74 CC(=O)c1ccc(NC(=O)CCCn2nc([N+](=O)[O-])c(Br)c2C)cc1
#75 O=[N+]([O-])C(=C1SCCCS1)C(=C(Cl)Cl)N1CCOCC1
#76 O=C(NCCNc1ccc(Nc2ccncc2)nn1)Nc1cccc(C(F)(F)F)c1
#77 CN(C)CCNC(=O)c1ccc(-c2ccnc(N3CCCC3)n2)cc1
#78 CC(C)CC(C)NC(=O)c1nn(-c2ccc(F)cc2)c2ncccc12 (stereo not drawn)
#79 Cc1oc2ccc(O)cc2c1C(=O)N1CCCCC1
#80 CSc1cccc(NC(=O)c2ncn[nH]2)c1
assay / compound	73	74	75	76	77	78	79	80
Pf apPOL inh	-3	-2	-10	-3	-12	-1	-12	-8
mHTT-CaM PPI inh	5	4	32	-4	0	-22	-3	1

#81 c1ccc(-c2n[nH]c(C3CCCN(Cc4ccccn4)C3)n2)cc1 (stereo not drawn)
#82 Cc1ccc(S(N)(=O)=O)cc1NC(=O)c1ccc([N+](=O)[O-])cc1Cl
#83 Cc1ccc(S(=O)(=O)N=C(CN2CCOCC2)N2CCCC2)cc1
#84 CN(C)CCCNC(=O)c1cccc(N2CCNC(c3ccccc3)C2)n1 (stereo not drawn)
#85 Cc1ccc(CN2C(=O)c3ccccc3C2C(=O)NC2CCCCC2)cc1 (stereo not drawn)
#86 CCOC(=O)N1CCN(C(=O)CC2CCN(c3ccnc(NC)n3)CC2)CC1
#87 COc1ccc(OCCCC(=O)Nc2ccccc2)cc1
#88 CS(=O)(=O)N(CC(=O)N1CCCCC1)c1cc(Cl)ccc1Cl
assay / compound	81	82	83	84	85	86	87	88
Pf apPOL inh	-38	-2	-4	-19	-5	-7	-8	-10
mHTT-CaM PPI inh	100*	5	2	6	5	8	-10	0

Ordered by molecular weight (high to low): 6 of the compounds above
#53 O=S1(=O)c2ccc(Br)cc2N2CCC[C@@H]2CN1Cc1ccc(Cl)cc1
#24 COc1cc([N+](=O)[O-])ccc1N1C(=O)CC(N2CCc3ccccc3C2)C1=O (stereo not drawn)
#22 CCNC(=O)N1CC(C(=O)N2CCSCC2)CCC1c1cccc(C)c1 (stereo not drawn)
#62 Cc1ccc2c(c1)NC(=O)C(C(=O)Nc1ccc(Cl)cc1F)O2 (stereo not drawn)
#61 O=C(NCc1csc(C2CCCN(C(=O)C3CC3)C2)n1)C1CC1 (stereo not drawn)
#55 CC(C)CNC(=O)C1CN(C(=O)C2CC2)CC1c1ccc(F)cc1 (stereo not drawn)
assay / compound	53	24	22	62	61	55
Pf apPOL inh	-6	-11	-2	0	2	-5
mHTT-CaM PPI inh	-24	41	3	-11	2	-7

(cont.)
#89 O=C(Cc1ccc(NS(=O)(=O)c2ccc3c(c2)CCCC3)cc1)NC1CC1
#90 COc1ccc(OCC(O)CNCCNc2nccc(C(F)(F)F)n2)cc1 (stereo not drawn)
#91 NS(=O)(=O)c1ccc(CCNC(=O)c2csc(-c3cc4ccccc4[nH]3)n2)cc1
#92 COc1ccc(OCc2cn3cccnc3n2)cc1
#93 Cn1cccc1-c1cc2n(n1)CCCN2C(=O)CCC(=O)N1CCc2ccccc2C1
#94 N#CC1=CN(c2ccc(Cl)cc2Cl)c2ccccc2S1(=O)=O
#95 COc1cccc(NC(=O)N2CCc3nc4cc[nH]n4c(=O)c3C2)c1
#96 NS(=O)(=O)c1ccc(NC(=O)CN2CCCc3ccccc32)cc1
assay / compound	89	90	91	92	93	94	95	96
Pf apPOL inh	-4	-5	-11	0	-1	1	0	0
mHTT-CaM PPI inh	-2	.	0	-3	54*	-2	3	.

In a second layout: results already given
The line under a structure holds: Pf apPOL inh | mHTT-CaM PPI inh
89) O=C(Cc1ccc(NS(=O)(=O)c2ccc3c(c2)CCCC3)cc1)NC1CC1
→ -4 | -2
90) COc1ccc(OCC(O)CNCCNc2nccc(C(F)(F)F)n2)cc1 (stereo not drawn)
→ -5 | .
91) NS(=O)(=O)c1ccc(CCNC(=O)c2csc(-c3cc4ccccc4[nH]3)n2)cc1
→ -11 | 0
92) COc1ccc(OCc2cn3cccnc3n2)cc1
→ 0 | -3
